Screening data from PubChem.
M. tuberculosis = growth inhibition of non-replicating M. tuberculosis (AID 488890). hit rate 0.39% among 320,000. Mycobacterium tuberculosis non-replicating, growth inhibition; higher % means a stronger effect. inhibition, % at 25 µM, or IC50 in µM where a hit was titrated; in the data active = a potency from the dose series; inconclusive = inhibition mostly from about 82% at the one dose, without a potency; inactive = the rest, 99 in 100 with inhibition below about 76%;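 also: plate controls were DMSO cells for no effect and high antibiotic wells for full effect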
H37Rv inhibition = M. tuberculosis growth inhibition, HTS (AID 449762) | M. tuberculosis H37Rv growth inhibition, 7H9 media; higher % means a stronger effect | one-dose inhibition, % at 25 µM; IC50 in µM for titrated hits | hit rate 0.59% among 330,000; in the data active = a potency from the dose series; inconclusive = inhibition above about 70% without an active follow-up result;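 also: bacterial growth assessed after seven days of incubation; strong numbers were not always called active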
H1N1 NS1A inhibition = NS1A inhibition, H1N1 influenza, cell based functional assay (AID 504329); hit rate 0.3% among 340,000; inhibition, % at 12.5 µM, or IC50 in µM where a hit was titrated; NS1A functional cell-based assay, percent inhibition; higher % means a stronger effect; in the data active = a potency from the dose series; inconclusive = inhibition above about 27% without an active follow-up result; also: strong numbers were not always called active
inhibitors of VEEV = inhibitors of VEEV TC-83 cytopathic effect, confirmation, Vero cells (AID 588727). Vero cells, VEEV TC-83 cytopathic effect inhibition; higher % means a stronger effect. inhibition, % at 20 µM, or IC50 in µM where a hit was titrated. hit rate 0.13% among 350,000; in the data active = a potency from the dose series; inconclusive = inhibition mostly from about 14% at the one dose, without a potency; inactive = the rest, 99 in 100 with inhibition below about 12%; also: strong numbers were not always called active
Salmonella PhoP GFP = PhoP regulon inhibitors, Salmonella typhi PhoP promoter GFP reporter, confirmatory (AID 1850); Salmonella Typhi PhoP-promoter GFP reporter, fluorescence, 4 h; higher % means a stronger effect; one-dose inhibition, % at 50 µM; IC50 in µM for titrated hits; hit rate 0.33% among 310,000; in the data active = a potency from the dose series; inconclusive = inhibition mostly from about 25% at the one dose, without a potency; inactive = the rest, 99 in 100 with inhibition below about 19%;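 also: 0% = induced wells with vehicle and 100% = uninduced wells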
inhibitors of VEEV 10K pilot screen = recorded beside inhibitors of VEEV, whose call it bears; inhibition, %; measured here: 10K pilot screen inhibition
Numbers without * were called inactive; i = inactive; ? = inconclusive; . = no result given. Random draw from the library; overall some 1.4% were active at least once.

SMILES	M. tuberculosis	H37Rv inhibition	H1N1 NS1A inhibition	inhibitors of VEEV	Salmonella PhoP GFP	others
CC(C)C(NC(=S)Nc1ccccc1)C(=O)O (configuration not stated)	7%	-5%	-7%	1.0%	-4%
c1ccc2c(c1)[nH]c1c(N3CCOCC3)ncnc12	2%	-11%	5%	7.6%	2%
COC(=O)c1c(C)oc(C)c1S(=O)(=O)NCC1CC1	-10%	-4%	1%	i	14%
COc1cc2c(cc1OC)C(c1cc3cc(C)ccc3[nH]c1=O)N(C(=O)c1ccco1)CC2 (configuration not stated)	4%	7%	-1%	1.2%	0%
COC(=O)c1cc(NC(=O)C2CC=CCC2C(=O)O)cc(C(=O)OC)c1 (configuration not stated)	0%	-1%	6%	1.9%	-4%
COc1ccc(CCNC(=O)C2CCCN2C(=O)Nc2ccc(C)cc2)cc1OC (configuration not stated)	-6%	6%	1%	0.2%	-2%
CC1=CC(C)(C)N(C(=O)CNC2CCCCC2)c2cc(C)ccc21	38%	5%	-6%	i	0%
Cc1ccc(-n2c(-c3ccco3)n[nH]c2=S)cc1	-18%	-6%	-7%	2.8%	-5%
Cc1cc(C2C(C#N)=C(N)Oc3n[nH]c(C)c32)c(C)s1 (configuration not stated)	1%	-1%	8%	1.9%	2%
CCOC(=O)Cn1c2c(c(=N)c3ccccc31)CCC2	7%	-1%	-2%	0.6%	-31%	inhibitors of VEEV 10K pilot screen=0.3
CCN(CC)S(=O)(=O)c1ccc(NC(=O)COC(=O)CN2C(=O)c3ccccc3C2=O)cc1	14%	-8%	6%	i	5%	inhibitors of VEEV 10K pilot screen=0.7
COc1ccccc1N(C)S(=O)(=O)c1ccc(C)c(C(=O)Nc2nccs2)c1	7%	1%	-6%	10.0%	-2%
F[B-](F)(F)c1cc2cc(Br)ccc2s1	.	.	17%	i	.
CCC(=O)Nc1ccc(Oc2ccc3c(c2)C(=O)NC3=O)cc1	-6%	8%	-6%	0.1%	0%
OC[C@H]1O[C@@H](n2cnc3c(NC4CCCC4)nc(Cl)nc32)[C@H](O)[C@@H]1O	-16%	6%	-5%	1.1%	7%
Cc1nc2cc(-c3cccs3)[nH]n2c(=O)c1C	10%	-3%	1%	1.7%	4%
COc1cccc(OCC(=O)NNC(=S)Nc2ccc(Cl)cc2Cl)c1	76%	-1%	0%	1.2%	6%
Cc1ccsc1C(=O)OCC(=O)NCCc1ccccc1	37%	-4%	-19%	1.1%	.
Cc1cccc(CSCCNC(=O)CCSc2ccccc2)c1	75%	11%	-6%	0.1%	-6%	inhibitors of VEEV 10K pilot screen=0.0
Cc1cc(O)c(C2(O)C(=O)Nc3ccccc32)cc1C (configuration not stated)	5%	1%	-7%	0.1%	-3%
O=c1c2ccccc2nc2ccccn12	.	-5%	-5%	1.1%	10%
C(=N\Nc1nc(Nc2ccccc2)nc(N2CCCCC2)n1)/c1ccco1	?	?	.	.	0%
CCOc1ccc(CCNC(=O)CSc2cc(=O)n(C)c3cc(Cl)ccc23)cc1OCC	-5%	11%	-3%	2.3%	3%
CCn1cc(/C=C(\NC(=O)c2ccccc2OC)C(=O)NCCCn2ccnc2)c2ccccc21	35%	-4%	-12%	5.6%	1%
O=C(CCCN1C(=O)c2ccccc2C1=O)N1CCC(c2ccccc2)C1 (configuration not stated)	-2%	7%	-4%	0.0%	-40%
O=C(NCc1cccnc1)c1ccc(Br)o1	-26%	-2%	-6%	1.9%	3%
COc1ccc(-c2cnc(SCCNC(=O)c3ccc4c(c3)OCO4)[nH]2)cc1	54%	1%	0%	8.3%	-4%
CNC(=O)c1cc2ncc(C(F)(F)F)cc2s1	1%	-3%	-2%	0.4%	-6%	inhibitors of VEEV 10K pilot screen=0.5
Cc1c(C(=O)N2CCN(CCc3ccccn3)CC2)oc2ccc(Cl)cc12	16%	4%	6%	i	10%
CC(=O)Nc1ccc(NC(=O)c2ccccc2S(=O)(=O)c2ccccc2[N+](=O)[O-])cc1	-8%	2%	1%	1.3%	-1%
O=C1CSC(=S)N1Cc1cccs1	.	.	-6%	9.4%	.
CC(C)c1ccc(/C=N/NC(=O)c2c(Cl)cnn2C)cc1	.	0%	-5%	1.3%	-2%
CCCC(=O)Nc1nc2nc(C)cc(=O)n2[nH]1	9%	0%	-8%	1.2%	-6%
CC(C(=O)OCC(=O)c1ccc([N+](=O)[O-])cc1)N1C(=O)C2C3C=CC(C3)C2C1=O (configuration not stated)	14%	-6%	-1%	1.9%	5%
Cc1ccc(NC(=S)NNC(C)(C)C)cc1	16%	-4%	1%	8.4%	0%
COc1ccc(N=Nc2c(O)[nH]c(=S)[nH]c2=O)cc1	71%	?	13%	4.8%	-16%

6 entries picked at random from those above:
SMILES	M. tuberculosis	H37Rv inhibition	H1N1 NS1A inhibition	inhibitors of VEEV	Salmonella PhoP GFP	others
O=C1CSC(=S)N1Cc1cccs1	.	.	-6%	9.4%	.
COc1ccc(N=Nc2c(O)[nH]c(=S)[nH]c2=O)cc1	71%	?	13%	4.8%	-16%
COc1ccc(-c2cnc(SCCNC(=O)c3ccc4c(c3)OCO4)[nH]2)cc1	54%	1%	0%	8.3%	-4%
Cc1c(C(=O)N2CCN(CCc3ccccn3)CC2)oc2ccc(Cl)cc12	16%	4%	6%	i	10%
O=C(NCc1cccnc1)c1ccc(Br)o1	-26%	-2%	-6%	1.9%	3%
CC(C)c1ccc(/C=N/NC(=O)c2c(Cl)cnn2C)cc1	.	0%	-5%	1.3%	-2%

Remaining list, next part.
SMILES	M. tuberculosis	H37Rv inhibition	H1N1 NS1A inhibition	inhibitors of VEEV	Salmonella PhoP GFP	others
CC1CN(Cc2ccccc2)c2nc3c(c(=O)n(C)c(=O)n3C)n2C1 (configuration not stated)	-4%	-2%	-2%	6.5%	-1%
Cc1cnc(NC(=O)C2CCCO2)s1 (configuration not stated)	-23%	-3%	7%	0.5%	-1%
CC(C)COP(=O)(OCC(C)C)C(O)c1ccc(N(C)C)cc1 (configuration not stated)	9%	2%	-2%	i	7%
CCOC(=O)C1CCN(C(=O)CCNC(=O)Cn2cnc3ccccc3c2=O)CC1	-9%	1%	-4%	0.7%	-1%
Cc1cccc(NC(=O)c2cc(-c3ccc(C)c(C)c3O)n[nH]2)c1	35%	8%	0%	1.5%	-11%
Cc1cc(C)n(Cc2cccc(C(=O)N/N=C/c3ccncc3)c2)n1	-3%	8%	18%	1.7%	0%
Cc1cccc(OCC(O)CN2CCN(c3ccccn3)CC2)c1C (configuration not stated)	42%	-2%	-3%	0.8%	14%
COc1ccccc1NS(=O)(=O)c1ccc(C)c(NC(=O)c2c(C)noc2C)c1	1%	-4%	-12%	4.0%	.
Cc1cc(C(=O)OCC(=O)N2CCCC2)c2ccccc2n1	63%	4%	21%	2.5%	-7%
CCc1ccccc1NC1=NCC(=O)N1C1CCCC1	0%	-5%	-2%	0.5%	0%
COC(=O)C1CCN(C(=O)c2sc3nc(-c4ccccc4)cn3c2C)CC1	9%	-16%	-8%	3.4%	-9%
CCSc1nnc2ccc(-c3cccs3)nn12	9%	6%	-5%	i	17%
Cc1ccc(OCCCCN2CCCCC2)c(Br)c1	29%	-5%	11%	i	8%
O=C(c1sc2cc(F)ccc2c1Cl)N1CCN(c2ccccc2)CC1	13%	14%	23%	0.5%	2%
CCOc1ccccc1NC(=S)N1CCN(c2ccccc2F)CC1	3%	-2%	-3%	0.8%	2%
CCOc1nc2cnccc2n(CC(=O)Nc2ccccc2C(=O)OC)c1=O	9%	2%	-17%	2.1%	-5%
CC(=O)OC1CCC2C3CCC4=CC(=O)CCC4(C)C3CCC2(C)[C@]1(C)O (some centres not stated)	-4%	-4%	-33%	0.3%	-15%	inhibitors of VEEV 10K pilot screen=0.3
CNS(=O)(=O)c1ccc(C(=O)NCC(=O)NCCC(c2ccccc2)c2ccccc2)cc1	26%	-10%	0%	4.8%	.
CCOc1ccc(N2CC(C(=O)Nc3cc(S(=O)(=O)N4CCCCC4)ccc3C)CC2=O)cc1 (configuration not stated)	38%	-11%	5%	i	.
COc1ccc(N(Cc2cc3cccc(C)c3[nH]c2=O)S(C)(=O)=O)cc1	8%	5%	-4%	2.8%	1%
Cc1[nH][nH]c(=O)c1C(c1ccc(F)cc1)c1c(C)[nH][nH]c1=O	-7%	2%	-9%	4.0%	2%
COC(=O)CCC(=O)Nc1ccc(S(=O)(=O)Nc2cc(OC)nc(OC)n2)cc1	21%	11%	-2%	0.7%	-11%
Cc1noc(C)c1C(=O)N1CCCC(C(=O)c2ccc(Cl)cc2)C1 (configuration not stated)	-10%	-12%	9%	0.3%	4%
Cc1cc(-c2nc(C)c(C(=O)NNS(=O)(=O)c3ccccc3)s2)no1	4%	3%	.	i	17%
CN(C)c1cccc(C(=O)OCC(=O)NCc2ccco2)c1	17%	-2%	3%	i	12%
O=C(Nc1nc(-c2ccco2)c(-c2ccco2)s1)C1CCC1	77%	11%	21%	1.6%	-1%
CCOC(=O)C1CCN(Cc2ccc(OC)c(OCc3ccccc3)c2)CC1	-6%	4%	3%	i	-2%
OC(CNCCC(c1ccccc1)c1ccccc1)COc1ccccc1 (configuration not stated)	78%	38%	9%	i	-4%
CC(Nc1nc(-c2cccc(Br)c2)cs1)c1nc2cc(Cl)c(N3CCCCC3)cc2n1CCOCCO (configuration not stated)	51%	-3%	0%	0.8%	-12%
O=C(Nc1cc(Cl)ccc1-n1cncn1)c1cccs1	-15%	-5%	3%	0.7%	7%
COc1ccc(OC)c(/C=C/C(=O)OCC(=O)Nc2cccc(C(C)=O)c2)c1	25%	-5%	-7%	0.5%	-7%
C=CCN1C(=O)C(Cc2ccc(F)cc2)S/C1=N/N=C/c1ccco1 (configuration not stated)	-10%	7%	-4%	i	6%
CCCN1CCCc2cc(CN(CCCN3CCOCC3)C(=O)Nc3ccc(OCC)cc3)ccc21	53%	-1%	18%	i	4%
Cn1c(SCC(=O)N2CCCC2)nc2cccnc21	-10%	1%	-14%	0.3%	-4%
O=C(NCCOc1ccc(F)cc1)c1ccccc1SCc1ccccc1	59%	49%	-7%	6.0%	-9%
CCCCNCC#CCOc1cc(C)ccc1C(C)C	?	10%	-5%	i	6%
Cc1[nH]c(=O)cc2ccccc12	8%	-6%	-16%	0.2%	-16%
CCOC(=O)C1CCCN(Cc2nc(Cc3ccccc3Cl)no2)C1 (configuration not stated)	i	0%	-4%	i	-11%
COC(=O)CCCC1=CC2=C(c3ccccc3)C(=O)C(C)(OC(=O)C3CCCC3)C(=O)C2=CN1CC1CC1 (configuration not stated)	17%	-3%	2%	0.3%	7%
CCNCc1ccccc1OCc1ccccc1	0%	-7%	-3%	0.3%	-7%
Cc1ccc(NC(=O)C2CCCN(c3ncccn3)C2)cc1C (configuration not stated)	36%	5%	9%	2.0%	7%
Cc1ccc(N2C(=O)CC(N3CCc4ccccc43)C2=O)cc1Cl (configuration not stated)	1%	2%	-3%	0.9%	6%
O=C(COC(=O)COc1cccc(F)c1)Nc1nc2ccccc2s1	5%	-6%	-6%	2.2%	.
O=C(CSc1nnnn1C1CC1)N1CCN(Cc2ccccc2F)CC1	4%	-1%	-5%	1.4%	.
O=C1NC(=O)C2(CCN(S(=O)(=O)c3ccccc3)CC2)C(=O)N1	.	.	-1%	0.4%	.
CCOC(=O)C1=C(N)N2C(=O)C(C)SC2=C(C(=O)OCC)C1c1ccccc1 (configuration not stated)	-14%	-3%	-3%	1.4%	7%
Nc1nnc(CSCc2ccc(F)cc2)s1	-3%	-4%	-2%	3.1%	-3%
Cc1ccc(NC(=O)C2CCCCC2C(=O)O)cc1C (configuration not stated)	3%	28%	-18%	0.2%	4%
CC1(NC(=O)CSc2nnc(-c3c[nH]c4ccccc34)n2C2CC2)CCS(=O)(=O)C1 (configuration not stated)	-5%	-8%	-16%	i	.
COc1ccc(Cn2c(=O)[nH]c3cc(C(=O)Nc4ccccc4C)ccc32)cc1	18%	8%	19%	0.5%	-4%
NC(=O)c1oc2ccccc2c1NC(=O)CS(=O)(=O)c1ccccc1	-5%	-4%	11%	i	1%
O=C(CC1NCCNC1=O)Nc1cccc([N+](=O)[O-])c1 (configuration not stated)	-3%	0%	-1%	0.8%	6%
